From PubChem
Rin1-Abl PPI inh – inhibitors of Rin1-Abl protein binding, primary screen, biochemical, TR-FRET | Tyrosine-protein kinase ABL1 (Homo sapiens) + Ras and Rab interactor 1 (Homo sapiens), … | inhibition, % at 7.35 µM | actives 0.4% (n = 360,000); in the data active means inhibition above about 5%, passing the limit was not always enough
Target sequence (P00519 whole entry, looked up): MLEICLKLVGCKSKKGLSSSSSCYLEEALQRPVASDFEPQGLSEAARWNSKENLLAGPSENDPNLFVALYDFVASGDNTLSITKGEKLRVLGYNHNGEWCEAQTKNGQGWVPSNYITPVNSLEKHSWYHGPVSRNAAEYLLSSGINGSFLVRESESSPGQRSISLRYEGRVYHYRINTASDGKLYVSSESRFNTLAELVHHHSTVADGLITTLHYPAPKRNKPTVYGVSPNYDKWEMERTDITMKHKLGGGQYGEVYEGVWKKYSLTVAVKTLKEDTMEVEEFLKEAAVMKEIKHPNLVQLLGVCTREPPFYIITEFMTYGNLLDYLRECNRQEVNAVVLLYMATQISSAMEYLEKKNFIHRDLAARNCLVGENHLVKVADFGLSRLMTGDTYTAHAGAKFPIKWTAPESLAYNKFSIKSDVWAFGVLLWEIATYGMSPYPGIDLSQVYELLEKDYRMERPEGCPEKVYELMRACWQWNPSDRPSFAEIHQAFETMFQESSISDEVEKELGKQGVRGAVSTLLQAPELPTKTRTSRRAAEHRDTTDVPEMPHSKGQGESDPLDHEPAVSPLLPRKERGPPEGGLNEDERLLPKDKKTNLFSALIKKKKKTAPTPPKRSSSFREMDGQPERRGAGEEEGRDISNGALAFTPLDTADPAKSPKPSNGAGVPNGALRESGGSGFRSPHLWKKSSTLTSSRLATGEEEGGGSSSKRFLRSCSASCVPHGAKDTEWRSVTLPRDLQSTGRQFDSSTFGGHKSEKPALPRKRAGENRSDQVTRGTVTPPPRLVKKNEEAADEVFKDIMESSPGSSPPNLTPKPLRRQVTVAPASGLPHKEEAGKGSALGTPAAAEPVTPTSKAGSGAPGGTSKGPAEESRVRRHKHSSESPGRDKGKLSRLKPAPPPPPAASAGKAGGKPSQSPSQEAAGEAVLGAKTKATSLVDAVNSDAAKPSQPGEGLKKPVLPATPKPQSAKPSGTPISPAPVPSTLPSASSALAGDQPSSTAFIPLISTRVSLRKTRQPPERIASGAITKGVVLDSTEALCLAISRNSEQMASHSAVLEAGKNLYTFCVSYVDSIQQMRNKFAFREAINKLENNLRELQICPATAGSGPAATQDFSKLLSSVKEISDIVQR
Target sequence (Q13671 whole entry, looked up): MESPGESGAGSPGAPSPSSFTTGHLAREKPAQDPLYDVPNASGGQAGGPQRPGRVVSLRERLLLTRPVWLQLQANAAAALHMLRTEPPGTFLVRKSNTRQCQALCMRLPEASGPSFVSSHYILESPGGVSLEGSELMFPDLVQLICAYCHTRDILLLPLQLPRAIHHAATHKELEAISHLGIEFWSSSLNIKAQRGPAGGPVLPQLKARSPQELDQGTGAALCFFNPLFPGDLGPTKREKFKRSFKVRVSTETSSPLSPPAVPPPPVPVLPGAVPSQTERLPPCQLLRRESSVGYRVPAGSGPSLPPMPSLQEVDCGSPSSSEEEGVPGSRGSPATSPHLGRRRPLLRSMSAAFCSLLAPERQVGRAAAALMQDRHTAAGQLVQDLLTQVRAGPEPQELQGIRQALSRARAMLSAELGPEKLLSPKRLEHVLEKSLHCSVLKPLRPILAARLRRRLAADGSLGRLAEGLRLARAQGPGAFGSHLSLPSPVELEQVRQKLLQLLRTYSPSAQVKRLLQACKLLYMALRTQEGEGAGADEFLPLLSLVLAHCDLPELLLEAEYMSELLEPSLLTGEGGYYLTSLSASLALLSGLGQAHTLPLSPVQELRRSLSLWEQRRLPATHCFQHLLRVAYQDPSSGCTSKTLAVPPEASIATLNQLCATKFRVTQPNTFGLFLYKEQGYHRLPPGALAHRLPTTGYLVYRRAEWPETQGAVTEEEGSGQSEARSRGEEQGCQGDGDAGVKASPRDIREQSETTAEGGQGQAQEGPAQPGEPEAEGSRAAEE
TbMetRS inhib – T. brucei MetRS inhibitors, primary screen, biochemical, luminescence | purified T. brucei MetRS, ATP depletion, Kinase-Glo luminescence | inhibition, % at 11.9 µM | methionyl-tRNA synthetase (Trypanosoma brucei brucei) | actives 0.4% (n = 360,000);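 active means inhibition above a per-plate cutoff of the control wells' mean inhibition plus 3 SD, cut at about 5.5% in these data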;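 further: 0% = DMSO wells median and 100% = median of wells with control inhibitor compound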
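Dosing: 11.9 µM compound single dose, 0.9% DMSO; Assay system: purified T. brucei MetRS enzyme; Measured by: Kinase-Glo luciferase luminescence reporting remaining unconsumed ATP; Schedule: 15 min plus 2 h at 25 °C.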
FAS-TE inh – FAS thioesterase domain inhibitors, primary screen, biochemical, fluorescence intensity, uHTS | AID 602261, 2012 | actives 0.67% (n = 360,000) | Fatty acid synthase (Homo sapiens), P49327 | recombinant FAS-TE, OMFH fluorogenic substrate, fluorescence endpoint | inhibition, % at 15 µM;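 active means compounds whose normalised, plate-corrected inhibition of enzyme fluorescence in the single-dose primary screen is 50% or more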;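 further: 0% = DMSO with enzyme and 100% = substrate without enzyme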
Neddyl block – inhibitors of cullin neddylation, primary screen, biochemical, TR-FRET, uHTS, NAE and Ubc12. calls only at 25 µM. actives 0.58% (n = 360,000); in the data active means inhibition above about 36%
MsrA inh – bovine MsrA enzyme inhibitors, primary screen, biochemical, absorbance, HTS | inhibition, % at 15.5 µM | AID 651718, 2012 | purified bovine MsrA, absorbance read-out | actives 0.75% (n = 360,000); in the data active means inhibition above about 4.5%;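 further: 0% = vehicle wells with enzyme and 100% = reference inhibitor wells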
PABP1 MLLE inh – inhibitors of PABP1 MLLE–PAM2 peptide binding, primary screen, biochemical, fluorescence polarization, FITC-PAM2, GST-MLLE; actives 0.36% (n = 360,000); inhibition, % at 20 µM; Polyadenylate-binding protein 1 (Homo sapiens), P11940; in the data active means inhibition above about 35%, passing the limit was not always enough;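 further: plate controls were DMSO wells with GST-MLLE for no effect and wells lacking GST-MLLE protein for full effect; some results filed as inactive read as strong as hits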
bovine MsrA act – bovine MsrA enzyme activators, primary screen, biochemical, absorbance, HTS. AID 602163, 2012. activation, % at 10.6 µM. purified bovine MsrA, absorbance read-out. actives 0.3% (n = 360,000). Methionine sulfoxide reductase A (Bos taurus); in the data active means activation above about 7.5%;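 further: 0% = vehicle and 100% = reference activator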
CSN inh – inhibitors of CSN-mediated cullin deneddylation, primary screen, biochemical, fluorescence polarization, uHTS | Purified CSN, SCF-Nedd8-OG deneddylation | COP9 signalosome complex subunit 5 (Homo sapiens), Q92905 | inhibition, % at 12.5 µM | actives 0.38% (n = 360,000);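 active means pattern-corrected inhibition above about 35%, with an unprinted fluorescence ratio check between 0.5 and 1.5, limit read from the data, passing the limit was not always enough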;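 further: 0% = enzyme with substrate and 100% = substrate without enzyme; some results filed as inactive read as strong as hits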
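Material: human Csn5 produced in HEK293T cells; Input: enzyme 0.24 nM; Reagent: SCFSkp2-Nedd8OG substrate at 10 nM final; Dosing: 12.5 µM compound; Incubation: 90 min reaction at room temperature; Detection: fluorescence polarization of the substrate; Evaluation: % inhibition of substrate cleavage by Csn5; Control set: substrate-only high control, full reaction low control.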
eLon inh – inhibitors of E. coli Lon protease, primary screen, biochemical, fluorescence polarization | P0A9M0 | purified E. coli Lon protease | inhibition, % at 7.94 µM | actives 0.42% (n = 360,000); in the data active means inhibition above about 13%, passing the limit was not always enough;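 further: 0% = enzyme with probe and DMSO and 100% = no enzyme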
The depositor's hits bear a star; i = inactive; · = no result given; + = active, no number.

SMILES	Rin1-Abl PPI inh	TbMetRS inhib	FAS-TE inh	Neddyl block	MsrA inh	PABP1 MLLE inh	bovine MsrA act	CSN inh	eLon inh
CC(=O)NC(=S)Nc1ccc(-c2nc3ccc(C)cc3s2)cc1	-3	-0.4	-3	i	0.6	1	-3	0	-4
COc1ccccc1CN1CCNC(=O)C1CC(=O)N(C)CC1CCOCC1 (stereo not drawn)	6	-0.1	-6	i	-0.2	3	-2	0	6
CC1CCC(C(C)C)C(OCC(O)CNC(C)(C)C)C1 (stereo not drawn)	-2	-0.8	-6	i	-1.9	4	-1	-1	-4
O=C(NNC(=O)c1ccccc1F)c1ccc(-n2cncn2)c([N+](=O)[O-])c1	-1	3.0	-6	i	0.7	6	-2	-1	11
COc1ccc(-n2nnnc2SCC(=O)Nc2c(C)n[nH]c2C)cc1	5	0.3	-8	i	0.0	-32	-3	3	-10
COCCNC(=O)C1(C)CCCN(C(=O)c2cnc3ccccc3n2)C1 (stereo not drawn)	-1	-0.2	-7	i	1.4	18	1	3	-12
COCc1cc(C)nc(SCC[N+](C)(C)CC(=O)c2ccc(Br)cc2)c1C#N	-4	-0.1	38	i	-0.5	1	-1	-2	-7
COc1ccc(C(=O)NCCc2c[nH]c3ccccc23)cc1OC	0	2.1	-6	i	1.2	-15	-3	0	4
COc1ccc(N2CCN(S(=O)(=O)c3cc(-c4cc(C)no4)ccc3C(C)C)CC2)cc1	2	0.1	31	i	0.3	0	-1	-1	-6
CC(=O)NCCCCCCNC(C)=O	-2	-0.8	-4	i	0.6	-12	-6	-6	0
CC(OC(=O)c1cc(=O)c2ccccc2o1)C(=O)c1ccccc1 (stereo not drawn)	-2	-0.2	-7	i	1.3	0	-2	-4	-2
Cc1cccc2sc(N(CCCN(C)C)C(=O)c3sc4ccccc4c3Cl)nc12	-8	0.2	22	i	0.0	8	-4	4	4
COc1ccc(S(=O)(=O)N2CCCOC2CNC(=O)C(=O)NCc2ccco2)cc1C (stereo not drawn)	1	-0.8	-8	i	-0.2	-4	-11	0	5
CC(=O)OC1C=CCC2C(=O)c3cccc(O)c3C(O)C12 (stereo not drawn)	2	-0.2	-3	i	0.5	6	-4	-3	-5
Cc1nc2c(cnn2-c2ccccc2Cl)c(=O)n1-c1ccc(C(C)C)cc1	3	-1.0	14	i	-0.1	-13	-6	0	0
COc1ccccc1-c1nc2n(n1)C(c1ccccc1Cl)C(C(N)=O)=C(C)N2 (stereo not drawn)	2	-1.2	4	i	0.6	-11	-2	-8	-1
N#CC1=C(N)N(c2ccccc2)C(c2ccccc2)C1(C#N)C#N (stereo not drawn)	-1	-0.9	20	i	-0.1	-8	-8	-1	2
COCc1cc(C)nc(SCC(=O)Nc2ccc(N3CCOCC3)cc2)c1C#N	-3	-0.4	3	i	0.4	0	-2	-1	2
O=C(CSc1nnc(-c2cnccn2)n1Cc1ccco1)c1ccccc1	-2	-0.5	-4	i	-1.2	-56	-9	5	-1
Cc1cccc(OCc2nnc(SCC(=O)N3c4ccccc4Sc4ccc(Cl)cc43)o2)c1	-1	0.1	27	i	-0.1	6	-6	-2	-4
O=S(=O)(Nc1ccc(-c2cn3cccnc3n2)cc1)c1ccccc1	-3	-0.9	-4	·	4.0	2	-4	-10	1
C=CC(O)(C#CCN(CC)CC)c1ccccc1 (stereo not drawn)	0	-0.8	-10	i	1.0	-16	-6	3	3
CN=c1scc(-c2c[nH]c3ccccc23)n1C	-1	-0.5	-1	i	1.2	1	-2	-13	-7
COCCn1cnc2c1c(=O)n(Cc1ccc(C#N)cc1)c(=O)n2Cc1ccccc1	1	0.1	2	i	0.4	6	-2	1	-11
CC1(C)CC(=O)C=C(Nc2ccc(OCC(F)(F)C(F)F)cc2)C1	4	-0.5	-2	i	2.2	-6	-3	4	-7
O=C(c1ccc2c(c1)OCO2)N1CCC2(CC1)Oc1ccc(F)cc1C(=O)C21CC(c2cccnc2)=NO1 (stereo not drawn)	0	-0.1	15	i	3.1	-3	0	-1	14
O=c1c2ccccc2cnn1Cc1n[nH]c(=S)n1-c1ccccc1Cl	1	-0.3	-9	i	-0.1	-16	-8	-6	-14
COC(=O)c1cccc(CC2(C)C(=O)Nc3cc(-c4ccccc4Cl)ccc32)c1 (stereo not drawn)	3	-0.4	26	i	0.8	-15	-7	1	-6
Cc1cc(S(=O)(=O)N2CCOCC2)ccc1OCC(=O)Nc1ccc(F)cc1F	1	-0.4	-10	i	0.7	18	-3	1	-3
Cc1ccc(N2CC(=O)Nc3c(oc4nc(-c5ccccc5)cc(C)c34)C2=O)cc1	0	2.5	-5	i	-1.0	-3	-2	-5	-7
O=C(Cn1c(=O)c2c(ncn2Cc2ccccc2)n(Cc2ccccc2)c1=O)N1CCc2ccccc21	-2	-0.6	66*	i	1.6	2	-2	-3	3
O=C(c1cc(COc2ccc(F)cc2Cl)on1)N1CCCCCC1	2	0.5	14	i	2.3	-3	-2	-2	-10
CC1CCC/C=C/C(=O)c2c(O)cc(O)cc2CC(=O)O1 (stereo not drawn)	1	-0.3	-2	i	1.0	-7	-6	5	-5
S=C1NC2=C(CCCC2=C2SCCCS2)C(c2ccccc2)N1 (stereo not drawn)	3	-0.6	0	i	2.8	-59	-3	2	-10
Nc1cc(N)nc(SCCOc2ccccc2F)n1	-3	0.1	-9	i	0.7	15	0	2	-1
CCCCCN(C(=O)CCC(=O)OCC(=O)N1CCCC(C)C1)c1c(N)n(CCCC)c(=O)[nH]c1=O (stereo not drawn)	-1	0.3	-5	i	-0.6	8	-6	0	1
CC1(C)NC(=O)N(CC(O)CN2C(=O)CCC2=O)C1=O (stereo not drawn)	-9	-0.6	-8	i	0.5	-2	1	-7	6
O=c1[nH]c(Cc2ccc(F)cc2)nc2scc(-c3ccc(F)cc3)c12	-2	-0.1	5	i	0.4	22	-2	1	-3
CCCn1c(N)c(N2CCCCC2)c(=O)n(CC(=O)Nc2ccc(OC(F)(F)F)cc2)c1=O	-3	0.2	-7	i	2.5	5	1	-3	-2
COc1cccc(NS(=O)(=O)c2c(C)n(C)c(=O)n(C)c2=O)c1	-2	0.1	-7	i	0.1	6	0	-7	-7
COc1ccc(N(C)C(=O)c2cc3c(s2)-c2ccc(Cl)cc2S(=O)(=O)C3)c(OC)c1	2	-0.7	33	i	-2.0	-13	-5	-1	20*
CS(=O)(=O)c1ccc(Cl)c(NC(=O)CN2CCN(C(=O)c3cccs3)CC2)c1	2	-0.3	-2	i	-1.1	-16	-3	0	5
COc1ccc(CC(C)Nc2ccccc2F)cc1 (stereo not drawn)	-3	-1.8	16	i	-0.6	-4	-13	-4	12
Oc1ccc2cc(Br)ccc2c1CN1CCCC1	-8	-0.2	-8	i	1.0	11	-11	-6	-2
COCCCn1c(SCC(=O)Nc2ccc(NC(=O)c3ccco3)c(OC)c2)nc2ccccc2c1=O	-5	-2.7	-6	·	0.6	-5	-7	0	-14
Cn1cc(/C=N/NC(=O)COc2ccccc2[N+](=O)[O-])c2ccccc21	2	-0.5	3	i	0.7	14	-2	2	1
Nc1ncnc2c1nc(-c1ccccc1)n2C1OC(CO)C(O)C1O (stereo not drawn)	15	-0.8	-7	i	-1.9	2	-10	-2	-4
CC1CCCC(C)N1C(=O)CNCc1ccc2c(c1)OCO2 (stereo not drawn)	-1	-0.5	-6	i	-0.6	-8	-2	-3	5
COC(=O)C1=C(C)N=C2SCCC(=O)N2C1c1cc(Br)ccc1OC (stereo not drawn)	0	-0.4	3	i	1.9	-120	-2	-7	-5
Cc1ccc(Cl)cc1NC(=O)C(=O)N/N=C/c1ccc2c(c1)OCO2	-1	-0.3	6	+	-0.2	-9	-3	-4	-8
Cc1ccc(NC2=C(Cl)C(=O)OC2OC(C)C)cc1 (stereo not drawn)	-3	-0.2	-6	i	-0.8	5	-7	-2	-6
CC[C@]12c3[nH]c4ccccc4c3CCN1C(=O)C(CC(=O)NCc1cccc(C(F)(F)F)c1)C[C@@H]2C(=O)N1CCN(C(=O)c2ccco2)CC1 (stereo partly drawn)	2	-3.1	16	i	-0.9	0	-9	-6	-6
CCCc1cc(=O)[nH]c(SCc2csc(-c3ccccc3)n2)n1	-1	-0.4	-1	i	0.1	-9	-5	2	17
Cc1ccccc1C(=O)Nc1ccc(C(=O)NNC(=O)CCCOc2ccc(Cl)cc2Cl)cc1	-2	0.2	-6	i	-0.2	-5	-5	-4	-3
CCC(=O)c1ccc(OCC(O)Cn2nc(C)c(Br)c2C)cc1 (stereo not drawn)	1	-0.7	1	i	0.8	7	6	2	-4
CC1(C)C(=O)Nc2ccccc2N1C(=O)COC(=O)c1cccc(O)c1	2	-0.2	-5	i	-1.4	-6	-2	0	-13
O=C(Cn1c(=O)oc2cc(S(=O)(=O)N3CCCCCC3)ccc21)NC1CCCCCCC1	1	-0.3	-4	i	-0.1	15	-2	3	-11
CCCCC(=O)N/N=C(\C)CC(=O)Nc1cc(Cl)ccc1OC	-3	-2.7	-8	i	-0.7	3	-8	0	2
CCOC(=O)c1cccc(N2C(=O)C3C(C(=O)NC4CC4)C4(C)C=CC3(O4)C2C(=O)NC(C)(C)C)c1 (stereo not drawn)	0	-0.4	-9	i	-0.6	5	-1	-2	4
Nc1nc(SCC(=O)NCC2CCCO2)[nH]c(=O)c1NC(=O)c1ccco1 (stereo not drawn)	0	-0.1	-8	i	-0.2	9	-4	46*	-3
CC(NC(=O)NC12CC3CC(CC(C3)C1)C2)C1CCCO1 (stereo not drawn)	-5	-0.2	-7	i	-0.2	-4	-5	4	2
Cc1ccc(S(=O)(=O)N2CCOC2CNC(=O)C(=O)NCCCc2ccccc2)cc1 (stereo not drawn)	-4	-0.6	8	i	1.4	-8	-7	7	4
Cc1ccc(C(=O)NNC(=S)Nc2cccc(Cl)c2Cl)cc1[N+](=O)[O-]	-2	0.1	35	i	·	35	-2	-2	-3
